Efa HMGR inh: inhibitors of E. faecalis class II HMGR, primary screen, biochemical, Enterococcus faecalis. purified E. faecalis HMGR, NADPH absorbance 340 nm kinetic. inhibition, % at 10 µM. 190,000 tested, 0.41% active;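 active = inhibition above a set limit, the median over all tested compounds plus 3 SD, cut at about 9.5% in these data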;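 note: enzyme runs in reverse so mevalonate oxidation gives rising NADPH absorbance; 0% = complete reaction with DMSO and 100% = background rate lacking mevalonate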
Diaphorase inh: diaphorase inhibitors and chemical oxidizers, primary screen, counter-screen for diaphorase-coupled primary assays, biochemical, uHTS, resorufin fluorescence. diaphorase resazurin-to-resorufin fluorescence, NADH, 16 min; bacterial (C. kluyveri) enzyme, not human. inhibition, % at 20 µM. 190,000 tested, 0.69% active. AID 1217, 2008;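 active = primary screen inhibition at 20 µM above a set limit, cut at about 50% in these data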;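 note: plate controls were DMSO with full reaction for no effect and wells lacking NADH for full effect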
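Detection: fluorescence of resorufin formed from resazurin, Ex 544/Em 590 nm; test system: Clostridium kluyveri diaphorase enzyme; amount: 0.14 U/mL diaphorase, enzyme working solution; times: 16-min room-temperature incubation before reading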
PMI act satM6P: human PMI activators, high substrate, primary screen, biochemical, fluorescence intensity, near-saturating mannose 6-phosphate; Mannose-6-phosphate isomerase (Homo sapiens), P34949; coupled PMI enzyme assay, resazurin fluorescence, 20 min; active compounds read high; 1 = untreated enzyme, 0 = substrate-free blank; activation factor at 20 µM; 190,000 tested, 0.34% active; AID 1216, 2008;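 active = activation factor of 2 or more at 20 µM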
Target sequence (P34949 whole entry, looked up): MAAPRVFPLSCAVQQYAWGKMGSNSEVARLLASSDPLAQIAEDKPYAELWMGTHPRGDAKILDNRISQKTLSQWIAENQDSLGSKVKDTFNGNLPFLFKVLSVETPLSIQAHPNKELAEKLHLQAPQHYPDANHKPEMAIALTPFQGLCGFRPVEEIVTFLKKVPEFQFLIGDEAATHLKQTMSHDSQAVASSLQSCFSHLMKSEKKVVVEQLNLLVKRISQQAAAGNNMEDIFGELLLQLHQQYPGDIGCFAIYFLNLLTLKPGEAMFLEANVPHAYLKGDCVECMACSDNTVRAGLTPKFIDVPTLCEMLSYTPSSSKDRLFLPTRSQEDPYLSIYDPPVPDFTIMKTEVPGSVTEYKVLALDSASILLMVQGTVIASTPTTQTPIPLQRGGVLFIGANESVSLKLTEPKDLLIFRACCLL
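Test system: Human PMI in coupled enzyme assay | Input: 15 ng/mL PMI | Medium: HEPES-buffered pH 7.4 with magnesium and detergent | Compound: One concentration, 20 µM, in 1% DMSO | Incubation: Enzyme reaction with compound 20 min at room temperature | Detection: Diaphorase-driven resazurin-to-resorufin fluorescence, excitation 544, emission 590 nm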
Diaph act CS: compounds boosting diaphorase resazurin reduction – biochemical, uHTS, resorufin fluorescence, counter-screen for diaphorase-coupled primary assays, primary screen. Diaphorase/resazurin coupled assay, 16 min; active compounds read high; 1 = vehicle wells, 0 = NADH-free wells. activation factor at 20 µM. 190,000 tested, 0.005% active;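 active = diaphorase activity raised at least twofold by the compound at 20 µM; inactive = activation factor below 2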
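Assay system: Purified diaphorase enzyme from Clostridium kluyveri | Amount: Enzyme 0.07 U/mL final | Dosing: Compound 20 µM once, DMSO 1% | Timing: 16 min reaction at room temperature | Detection: Fluorescence, excitation 544 nm and emission 590 nm | Evaluation: Higher resorufin formation from activation or reduction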
TNAP inh hiacc: human TNAP enzyme inhibitors, primary screen, biochemical, luminescent, high phosphate acceptor level, uHTS. Alkaline phosphatase, tissue-nonspecific isozyme (Homo sapiens), P05186. purified TNAP, CDP-star luminescence, 1 M DEA. inhibition, % at 20 µM. 200,000 tested, 0.03% active. AID 1135, 2008;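 active = over 50% inhibition of tissue-nonspecific alkaline phosphatase at 20 µM in the single-dose screen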;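 note: plate controls were DMSO wells for no effect and EDTA-quenched wells as full inhibition for full effect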
TNAP act hiacc: TNAP activators at high phosphate acceptor level, primary screen, biochemical, luminescence, uHTS; purified TNAP, CDP-star luminescence, 1 M DEA, 30 min; active compounds read high; 0 = EDTA background, 1 = DMSO-only activity; activation factor at 20 µM; 200,000 tested, under 10 active; AID 1136, 2008;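 active = activation factor at least 2 at 20 µM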
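Assay system: human TNAP; Input: enzyme diluted 1/800 final; Reagent: CDP-star luminogenic substrate at 100 µM final; Timing: 30 min, room temperature; Signal: luminescence; Evaluation: TNAP activation factor scaled between EDTA and DMSO control wells.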
FLuc act counter: FLuc activators, initial screening, artefact control for FLuc-dependent activation tests, biochemical, ATPlite luminescence. Luciferin 4-monooxygenase (Photinus pyralis), P08659. ATPlite luciferase biochemical, 10 min; 0 = ATP-free wells, 1 = DMSO control. activation factor at 10 µM. 200,000 tested, under 10 active. AID 1027, 2008;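 active = luciferase activation factor, scaled between plate controls, of at least 2 with compound at 10 µM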
Target sequence (P08659 whole entry, looked up): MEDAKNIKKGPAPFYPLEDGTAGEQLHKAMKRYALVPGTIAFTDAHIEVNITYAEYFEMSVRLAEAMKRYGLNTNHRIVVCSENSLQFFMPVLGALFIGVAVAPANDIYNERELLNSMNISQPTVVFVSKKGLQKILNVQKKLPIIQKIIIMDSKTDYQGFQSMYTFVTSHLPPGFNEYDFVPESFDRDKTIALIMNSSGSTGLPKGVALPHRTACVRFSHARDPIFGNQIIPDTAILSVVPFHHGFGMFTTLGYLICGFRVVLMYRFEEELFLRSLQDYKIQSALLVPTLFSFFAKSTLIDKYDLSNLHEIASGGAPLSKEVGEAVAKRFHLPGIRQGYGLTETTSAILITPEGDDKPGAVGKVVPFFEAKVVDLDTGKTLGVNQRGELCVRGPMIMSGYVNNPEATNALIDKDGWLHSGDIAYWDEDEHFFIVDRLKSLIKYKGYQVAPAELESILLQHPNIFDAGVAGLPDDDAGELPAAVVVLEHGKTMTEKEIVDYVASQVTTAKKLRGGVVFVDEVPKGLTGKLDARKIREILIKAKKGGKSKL
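Assay system: Luciferase/luciferin detection reagent, cell-free biochemical luciferase assay / Read-out: luciferase activation / Benchmarks: No-ATP low control, compound-free enzyme-plus-ATP high control / Medium: PBS buffer for ATP / Detection: luminescence measurement of luciferase light output / Schedule: 10 min at ambient temperature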
TNAP inh noacc: human TNAP enzyme inhibitors, primary screen, biochemical, luminescent, no phosphate acceptor, uHTS. 200,000 tested, 0.26% active. Alkaline phosphatase, tissue-nonspecific isozyme (Homo sapiens), P05186. inhibition, % at 20 µM. AID 1012, 2008. purified TNAP, CDP-star luminescence, 30 min;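 active = tissue-nonspecific alkaline phosphatase inhibition above about 50% at 20 µM in the single-dose screen, limit read from the data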;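 note: 0% = DMSO negative control and 100% = EDTA positive control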
PMI activator: activators of human PMI, primary screen, biochemical, fluorescence intensity, near-Km mannose 6-phosphate. activation factor at 20 µM. purified human PMI, coupled resazurin fluorescence, 20 min; active compounds read high; 1 = vehicle control, 0 substrate-free wells. Mannose-6-phosphate isomerase (Homo sapiens), P34949. 190,000 tested, 0.005% active;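 active = activation factor of 2 or more at 20 µM, relative to plate controls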
G6PDH counter: L. mesenteroides G6PDH inhibitors, counter-screen for G6PDH-coupled screening assays, biochemical, Leuconostoc mesenteroides enzyme; glucose-6-phosphate dehydrogenase [Leuconostoc mesenteroides]; Purified L. mesenteroides G6PDH, diaphorase/resazurin coupled fluorescence, 45 min; 200,000 tested, 0.12% active; inhibition, % at 5 µM; in the data active = inhibition above about 50%
The depositor's hits bear a star.

SMILES	Efa HMGR inh	Diaphorase inh	PMI act satM6P	Diaph act CS	TNAP inh hiacc	TNAP act hiacc	FLuc act counter	TNAP inh noacc	PMI activator	G6PDH counter
O=c1cc(CN2CCN(S(=O)(=O)c3ccccc3[N+](=O)[O-])CC2)nc2sccn12	2	12	1	0.9	-4	1	1.1	-8	1	2
CC(NC(=S)Nc1ccccc1C(F)(F)F)C1CC2CCC1C2 (stereo not drawn)	-4	20	1	0.8	-5	1	1.1	-9	0.9	3
c1ccc(-c2csc(Nc3ncccn3)n2)cc1	-1	7	1.1	0.9	-1	1	0.7	-2	1	16
CCC(c1nnnn1C1CCCCC1)N(Cc1ccco1)Cc1cc2ccc(OC)cc2[nH]c1=O (stereo not drawn)	-1	30	0.9	0.7	-3	1	1.2	1	0.7	8
CCCC1(CCC)NC(=O)N(CC(=O)c2cc(C)n(-c3ccc4c(c3)OCO4)c2C)C1=O	-6	12	0.9	0.9	4	1	1	3	0.9	-7
O=C(N[C@@H](Cc1ccccc1)C(=O)O)c1ccc(C(F)(F)F)cc1	2	9	1	0.9	-7	1.1	0.9	-5	0.9	10
CCC1CCC(NC(=O)Nc2cccc(OC)c2)CC1 (stereo not drawn)	-2	13	1	0.9	-3	1	0.7	-25	1	16
Cc1cc[n+](CC(=O)c2cccs2)cc1	-3	0	1	1	2	1	1.1	2	1	20
Cc1cc(/C=N/n2cnnc2)c(C)n1-c1ccc(OCc2ccccc2F)cc1	0	11	0.8	0.9	-7	1.1	1.1	-2	0.9	15
O=C(CCC(=O)Nc1nnc(C2CCCCC2)s1)NCC1CCCO1 (stereo not drawn)	-10	11	1	0.9	-8	1.1	1.1	-3	1	5
COc1ccc(OC)c(S(=O)(=O)n2ccnc2C)c1	0	15	1.1	0.9	-6	1.1	1.1	-13	1	-5
Cc1cc(N)n2nc(C(F)(F)F)nc2n1	-5	12	0.9	0.9	-4	1	1	-8	0.9	14
COc1cccc(-c2cc3nc4c(c(N5CCC6(CC5)OCCO6)n3n2)CCCC4)c1	5	35	0.7	0.7	-5	1.1	1	-13	0.7	-27
Cc1ccc(N/C=C(\[N+](=O)[O-])S(=O)(=O)c2ccccc2)cc1	-2	15	0.8	0.9	-6	1.1	1.1	-7	0.9	-2
CCCC(O)(CCC)C(=O)NN(C(=O)CCl)c1ccccc1	-2	11	1.1	0.9	-2	1	1	-26	1.1	6
CCOc1ccccc1NC(=O)Cn1c(=O)c2ccccc2n(CC)c1=O	-6	12	1.1	0.9	3	1	1	-5	1	-1
COc1ccc(-c2nc(-c3ccccn3)no2)cc1	2	12	0.9	0.9	-2	1	0	-6	0.8	17
COc1cc(OC)c(NC(=O)CC(C)=O)cc1Cl	0	2	0.7	1	2	1	0.9	10	1	9
Cc1ccc(-n2c(C)cc(C(=O)CN3CCCCC3)c2C)cc1	-1	-2	1	1	1	1	1	-5	1	1
Cc1ccccc1NC(=S)N1CCN(Cc2ccccc2)CC1	-4	10	1	0.9	2	1	1	-3	1	4
CCOc1ccc2nc(NC(=O)Cn3cnc4c3c(=O)n(C)c(=O)n4C)sc2c1	0	-2	1.1	1	-7	1.1	0.9	-6	1	9
O=C(OCC(=O)N1CCCCCC1)c1ccc([N+](=O)[O-])cc1Cl	-3	12	0.9	0.9	2	1	1	-4	1	9
Cc1ccc(-c2nc3ccccc3s2)cc1S(=O)(=O)N1CCCC1	-1	12	1	0.9	1	1	1	-14	1	2
OCCNCCOc1ccccc1F	-5	18	1	0.8	-2	1	1	-10	0.9	-21
O=C(CCn1c(=S)oc2ccccc21)N1CCCCC1	4	6	1.1	0.9	-8	1.1	1	-14	1.1	0

Some values from the list:
Under FLuc act counter, `Cc1ccccc1NC(=S)N1CCN(Cc2ccccc2)CC1` is entered as 1
Under Diaph act CS, `Cc1cc[n+](CC(=O)c2cccs2)cc1` is entered as 1
Under Diaph act CS, `CCC(c1nnnn1C1CCCCC1)N(Cc1ccco1)Cc1cc2ccc(OC)cc2[nH]c1=O` (stereo not drawn) is entered as 0.7
Under Diaphorase inh, `Cc1ccc(-c2nc3ccccc3s2)cc1S(=O)(=O)N1CCCC1` is entered as 12
Under Diaph act CS, `O=C(CCn1c(=S)oc2ccccc21)N1CCCCC1` is entered as 0.9

(listing goes on)
SMILES	Efa HMGR inh	Diaphorase inh	PMI act satM6P	Diaph act CS	TNAP inh hiacc	TNAP act hiacc	FLuc act counter	TNAP inh noacc	PMI activator	G6PDH counter
COc1ccc(NC(=O)N(CCC(C)C)C(C)c2ccccn2)c(OC)c1 (stereo not drawn)	-1	32	0.5	0.7	0	1	1	-10	0.8	8
CCOC(=O)C1(CCOc2ccccc2)CCN(Cc2cccs2)CC1	-2	2	1	1	0	1	1	-2	1	5
Cc1cccc(CN2CCN(c3nc4nonc4nc3NC3CC3)CC2=O)c1	-3	9	1	0.9	-5	1.1	1.1	-5	1	4
COc1ccc(NC(=O)C2CCCN2C(=O)OCc2ccccc2)c(OC)c1 (stereo not drawn)	-3	23	0.9	0.8	-7	1.1	1.1	-12	0.9	-3
Cc1cc(S(=O)(=O)N2CCN(Cc3ccc4c(c3)OCO4)CC2)cc(C)c1N1CCCC1=O	0	14	0.9	0.9	-2	1	1.1	0	1	-10
COc1ccccc1/C=N/Nc1cc(N(C)C)nc(N(C)C)n1	-3	53*	0.4	0.5	-4	1	1.1	-1	0.4	37
CCc1nc(-c2ccc(C)nc2OC)no1	-9	14	0.8	0.9	-6	1.1	1	-11	0.7	3
COC(=O)C1(C)NC(c2ccc(O)cc2)C2C(=O)N(c3ccc4c(c3)OCCO4)C(=O)C21 (stereo not drawn)	-8	9	1	0.9	-3	1	1	5	1.2	14
COc1ccc(CC(=O)Nc2cccc(-c3ccc4nnc(C)n4n3)c2)cc1	-5	2	1	1	4	1	1	-1	1	12
Cc1ccc(C(C)(C)C)c(OCCCn2ccnc2)c1	-4	8	1	0.9	-1	1	1	-16	1.1	-5
CCCc1nn(C)c(C(=O)Nc2cccc(Cl)c2)c1Cl	-2	5	1	0.9	2	1	1	2	1	6
COC(=O)C1=CN(C2CC2)C=C(C(=O)OC)C1c1ccccc1OC	2	-2	1.1	1	-9	1.1	1	-31	1	3
Cc1ccc(-n2ncc3c(=O)[nH]c(SCC(=O)N4CCCCC4)nc32)cc1	-2	9	1	0.9	-5	1	1.1	-5	1	-43
CCN1C(=O)C(O)(CC(=O)C(C)(C)C)c2cc(Br)ccc21 (stereo not drawn)	-6	-3	1	1	1	1	1.1	-5	1	4
C=C(Br)CN1CCN(CC(=C)Br)CC1	-1	6	1.1	0.9	-2	1	1.1	-3	1	21
CCOC(=O)c1c(C)c(C(=O)O)n(C)c1C	-1	12	0.9	0.9	-7	1.1	1.1	-15	1	4
COC(=O)C1C(=O)NCC1c1ccc(C)cc1 (stereo not drawn)	-1	12	1	0.9	-4	1	1.1	-20	1	2
O=C(Cn1c(O)c(/C=C2\C=Nc3ccccc32)sc1=O)N1CCOCC1	-2	-11	0.9	1.1	-2	1	1	-10	1	16
Cc1ccc(NC(NC(=O)Cc2ccccc2)C(Cl)(Cl)Cl)cc1 (stereo not drawn)	-2	17	0.9	0.8	3	1	1	5	0.8	0
CCOC(=O)c1ccc(CSc2ncn[nH]2)o1	3	7	0.9	0.9	-1	1	1.1	6	0.9	8
O=C(Nc1ccccc1NS(=O)(=O)c1ccc(F)cc1)C1CCCC1	6	7	0.9	0.9	-3	1	1	-17	1	2
CC(C)CNC(=O)COC(=O)c1cc(Cl)cc(Cl)c1N	-1	9	1	0.9	2	1	1	-14	1	-6
O=C(CCc1nc2ccccc2c(=O)[nH]1)OCc1ccc(Cl)cc1Cl	-1	9	0.9	0.9	-1	1	1	-12	1	-1
COc1ccc(C(C)=O)cc1COC(=O)c1cccnc1SC	0	3	1	1	-2	1	1.1	-10	1	-1
O=C(OCC1OC(n2cnc3c(N(C(=O)c4ccccc4)C(=O)c4ccccc4)ncnc32)C(O)C1F)c1ccccc1 (stereo not drawn)	-5	29	0.9	0.7	-7	1.1	1.1	-1	0.9	6
O=C(COC(=O)c1cccc(S(=O)(=O)NCc2ccccc2)c1)Nc1ccccc1OC(F)F	-3	19	0.8	0.8	-1	1	1.1	-5	0.9	0
COC(=O)C(CC(C)C)NC(=O)C(N)Cc1ccccc1 (stereo not drawn)	-2	17	1	0.8	-6	1.1	1.1	-6	1.1	11

Sorted by count of non-hydrogen atoms (highest first): part of the list above
SMILES	Efa HMGR inh	Diaphorase inh	PMI act satM6P	Diaph act CS	TNAP inh hiacc	TNAP act hiacc	FLuc act counter	TNAP inh noacc	PMI activator	G6PDH counter
O=C(Cn1c(O)c(/C=C2\C=Nc3ccccc32)sc1=O)N1CCOCC1	-2	-11	0.9	1.1	-2	1	1	-10	1	16
COC(=O)C1=CN(C2CC2)C=C(C(=O)OC)C1c1ccccc1OC	2	-2	1.1	1	-9	1.1	1	-31	1	3
CC(NC(=S)Nc1ccccc1C(F)(F)F)C1CC2CCC1C2 (stereo not drawn)	-4	20	1	0.8	-5	1	1.1	-9	0.9	3
CC(C)CNC(=O)COC(=O)c1cc(Cl)cc(Cl)c1N	-1	9	1	0.9	2	1	1	-14	1	-6
CCc1nc(-c2ccc(C)nc2OC)no1	-9	14	0.8	0.9	-6	1.1	1	-11	0.7	3

From PubChem
